# All columns: NCI-60 one-dose screen, growth in % after 48 h at 10 µM unless noted; 100 = growth as untreated, 0 = no growth, -100 = all killed.
# T-47D: T-47D breast cancer | 79,000 compounds, 5% hits | AID 1794792
# UACC-257: UACC-257 melanoma | AID 1794764 | 78,000 compounds, 4.4% hits
# SK-MEL-28: SK-MEL-28 melanoma; 81,000 compounds, 4.1% hits; AID 1794761
# UACC-62: UACC-62 melanoma | 81,000 compounds, 5.4% hits | AID 1794756
# HS 578T: HS 578T breast cancer | 78,000 compounds, 4.1% hits
# MALME-3M: MALME-3M melanoma. 78,000 compounds, 5.8% hits. AID 1794766
# BT-549: BT-549 breast cancer | AID 1794793 | 78,000 compounds, 4.4% hits
# SK-MEL-2: SK-MEL-2 melanoma | 77,000 compounds, 4.7% hits | AID 1794763
# * hit, by the source's call; x = no result given. How the source made its calls: active means growth percent below 10; inactive means the rest.
1: CCCCC(CC)OC(=O)c1ccc(OC)cc1 (centres undefined)
2: CNC[C@H](O)[C@@H](O)[C@H](O)[C@H](O)CO
3: O=C1CCN=C2C(F)=CC=CN12
4: COc1cc2c(cc1OC)C1=NN(C(=O)Nc3ccc(F)cc3)C(c3ccncc3)C1C2 (centres undefined)
5: C=CCC(=O)N[C@@H](/C=C/C(=O)O)Cc1ccc(-c2cc(Cl)cc(Cl)c2)cc1
6: COc1cc(/C=N\Nc2ncc(-c3cc4cc(-c5ccccc5)ccc4o3)s2)cc(OC)c1OC
7: COc1ccc(Nc2cc(C)nc(N3CCN(c4ccnc5cc(Cl)ccc45)CC3)n2)cc1
8: Cc1ccccc1NC(=O)CN(C)C
9: O=S(=O)(O)c1ccc(N/N=C\c2ccc(Cl)cc2Cl)cc1
10: O=C1Nc2cc(Cl)ccc2Oc2cc(Oc3ccccc3)ccc21

assay / entry	1	2	3	4	5	6	7	8	9	10
MALME-3M	99.3	114.4	105.0	105.2	103.2	86.9	x	87.2	x	87.1
BT-549	88.5	111.5	107.6	104.4	85.3	80.2	51.2	105.9	98.1	56.4
UACC-257	69.5	102.3	91.5	107.4	87.4	92.6	62.6	99.3	105.0	x
HS 578T	110.1	105.2	116.7	x	97.5	98.1	71.1	112.7	109.3	43.3
T-47D	91.7	87.5	96.4	97.0	58.0	64.8	7.4*	95.6	93.2	48.5
UACC-62	x	110.2	117.5	108.3	60.4	65.6	17.7	99.3	100.1	59.6
SK-MEL-28	95.3	110.7	109.5	115.3	98.3	85.7	59.9	96.9	120.4	71.0
SK-MEL-2	86.3	x	105.1	103.4	83.3	90.4	48.0	84.8	105.2	48.0

11: CCCCCC(=O)NC1C(O)OC(CO)C(O)C1O (centres undefined)
12: CCOC(=O)c1ccc(NC(N)=O)cc1
13: COc1cc(CCn2nnc3c(NCCCO)ncnc32)cc(OC)c1
14: CC(C)(C)c1ccc(OCCCCCCCN2CCNCC2)cc1
15: CC1=C(/C=C/C(C)=C/C=C/C(C)=C/CO)C(C)(C)CCC1
16: COc1cc2c(cc1OC)C1CC(C)=C(c3ccccc3)CN1CC2 (centres undefined)
17: Cc1ccc(OCc2ccccc2)cc1
18: CCOC(=O)c1sc(NC(=O)/C=C/c2ccccc2)nc1N1CCOCC1
19: CCOC(=O)Nc1ccc(-c2nc(-c3cccc(OCCN4CCOCC4)c3)c(-c3ccnc(Br)c3)[nH]2)cc1
20: COc1ccc(/C=C/C(=O)c2cc3c(N)c(C(=O)Nc4ccccc4Cl)sc3nc2C)cc1

assay / entry	11	12	13	14	15	16	17	18	19	20
MALME-3M	103.0	58.7	100.2	-50.4*	120.4	84.1	118.8	95.9	40.3	21.0
BT-549	95.3	65.0	99.7	69.7	107.6	96.1	95.3	102.5	56.4	59.0
UACC-257	68.3	95.4	87.1	48.2	99.9	87.5	93.6	x	60.0	63.8
HS 578T	100.6	104.0	104.2	24.9	105.2	95.0	117.2	127.6	-16.4*	10.3
T-47D	100.5	87.0	88.1	6.5*	96.6	84.0	97.6	102.3	35.6	30.3
UACC-62	98.3	86.1	101.0	x	99.2	93.1	103.9	101.5	32.9	-1.9*
SK-MEL-28	114.3	101.2	107.0	53.0	112.7	87.5	119.0	110.3	30.6	42.0
SK-MEL-2	106.2	88.5	104.7	102.9	107.4	94.8	110.9	99.6	40.2	30.6

21: CC(C)CC(NC(=O)C(C)N)C(=O)OC(C)(C)C (centres undefined)
22: CCOC(=O)N1C(=O)NC(=O)C1c1ccc(OC)cc1 (centres undefined)
23: COc1cc(-c2nc3ccccc3[nH]2)ccc1OCC(=O)N=Nc1c(O)[nH]c2ccc([N+](=O)[O-])cc12
24: COc1ccc(C/C(C)=C(/c2ccc(OCCCN(C)C)cc2)c2ccc(OC(=O)Cc3ccccc3)cc2)cc1
25: COC(=O)CC(CNC(=O)Nc1ccc(Cl)cc1Cl)C(=O)OC (centres undefined)
26: CC(C)=CCCC(C)c1ccc(C)c2c1OCN(CCCCC(=O)O)C2 (centres undefined)
27: COc1ccc(S(=O)(=O)n2cc(C=O)c3ccccc32)c(OC)c1
28: NCCC(=O)c1ccccc1
29: CCCCCCCCCCCCCCCCC1CO1 (centres undefined) (tested in a mixture with another compound)
30: Cc1cc(=O)[nH]n1-c1cc(Cl)ccc1N

assay / entry	21	22	23	24	25	26	27	28	29	30
MALME-3M	99.0	134.3	107.6	97.5	123.1	126.0	79.7	93.6	116.0	108.1
BT-549	101.1	112.5	108.5	99.8	95.8	x	64.2	97.0	x	87.1
UACC-257	107.0	107.0	106.6	98.0	96.8	89.5	82.5	88.5	116.5	89.8
HS 578T	108.3	91.8	104.3	90.6	106.1	103.8	78.3	100.3	110.3	123.2
T-47D	87.7	x	107.4	65.1	x	95.4	65.6	90.3	110.7	105.5
UACC-62	99.8	91.1	111.6	100.6	96.8	79.7	63.1	82.6	100.8	x
SK-MEL-28	104.3	107.6	116.2	103.7	110.9	115.2	83.8	105.7	115.6	115.1
SK-MEL-2	x	103.6	113.5	100.8	103.2	84.0	96.1	108.9	x	x

# 5 entries from above, with two lines to a compound.
# The line under a structure holds: MALME-3M	BT-549	UACC-257	HS 578T	T-47D	UACC-62	SK-MEL-28	SK-MEL-2
25	COC(=O)CC(CNC(=O)Nc1ccc(Cl)cc1Cl)C(=O)OC (centres undefined)
    123.1	95.8	96.8	106.1	x	96.8	110.9	103.2
28	NCCC(=O)c1ccccc1
    93.6	97.0	88.5	100.3	90.3	82.6	105.7	108.9
24	COc1ccc(C/C(C)=C(/c2ccc(OCCCN(C)C)cc2)c2ccc(OC(=O)Cc3ccccc3)cc2)cc1
    97.5	99.8	98.0	90.6	65.1	100.6	103.7	100.8
23	COc1cc(-c2nc3ccccc3[nH]2)ccc1OCC(=O)N=Nc1c(O)[nH]c2ccc([N+](=O)[O-])cc12
    107.6	108.5	106.6	104.3	107.4	111.6	116.2	113.5
30	Cc1cc(=O)[nH]n1-c1cc(Cl)ccc1N
    108.1	87.1	89.8	123.2	105.5	x	115.1	x

# Next results
31: CC(=O)c1ccc(NC(=O)CSc2nnc(-c3ccc(Cl)cc3)o2)cc1
32: O=C(NCN1C(=O)c2cccc3cccc(c23)C1=O)N1CCC(Cc2ccccc2)CC1
33: CCOC(=O)C1=C(C(F)(F)F)NC(=O)NC1CN1C(=O)c2ccccc2C1=O (centres undefined)
34: C[C@@H]1CC[C@@H]2[C@@H]1[C@H](OC(=O)/C=C/c1ccccc1)[C@]1(c3ccccc3)C[C@@H](NC(=O)CO)[C@@]2(C)O1
35: COc1cc(C(=O)Nc2ccc(-c3nc4ccccc4[nH]3)cc2)cc(OC)c1OC
36: COc1cc(-c2noc(-c3cc(OC)c(OC)c(OC)c3)n2)cc(OC)c1OC
37: O=C1C(Cl)=C(Cl)C(=O)C(Cl)(Cl)C1(Cl)Cl
38: Cc1ccc(/C=C(/C#N)n2nnc3cccc(F)c32)cc1
39: Cc1ccc(C2C=CC(C#N)=CN2Cc2ccccc2)cc1 (centres undefined)
40: NC(=O)N(CCO)CCO

assay / entry	31	32	33	34	35	36	37	38	39	40
MALME-3M	94.4	96.6	112.8	98.6	81.3	94.7	124.6	36.3	105.5	96.8
BT-549	93.2	98.4	108.1	114.4	60.6	91.2	106.9	27.1	96.3	111.2
UACC-257	x	102.7	103.0	93.0	78.1	101.9	92.7	52.8	x	x
HS 578T	99.5	95.8	110.7	92.0	72.5	66.4	129.1	-14.8*	110.6	105.8
T-47D	80.9	88.0	110.9	93.3	60.0	85.4	98.7	21.9	96.5	83.4
UACC-62	x	x	92.9	71.7	47.2	77.8	106.6	13.2	83.6	102.0
SK-MEL-28	103.8	107.4	113.4	103.1	50.0	94.8	113.7	52.4	104.7	104.9
SK-MEL-2	105.4	102.9	109.2	106.8	104.8	88.3	123.1	14.6	103.0	98.4

41: CC(C)(C)OC(=O)C(Cc1cccc(-c2ccco2)c1)NC(=O)OCc1ccccc1 (centres undefined)
42: CC1(C)C(=O)CC[C@]2(C)[C@H]3C(=O)C=C4[C@@H]5C[C@@](C)(C(=O)Nc6cccc7cccnc67)CC[C@]5(C)CC[C@@]4(C)[C@]3(C)CC[C@@H]12
43: Cc1nn(-c2ccccc2)c(Cl)c1/C=C/C(=O)c1ccc(F)cc1
44: Nc1ccc(S(=O)(=O)O)c2ccc(S(=O)(=O)O)cc12
45: Cc1cc(-n2cnc3c(=O)[nH]cnc32)ccc1N
46: Cc1nc2ccccc2nc1SCc1nnc(Nc2ccc(Cl)cc2)o1
47: CC(C)COc1ccc(O)cc1
48: Cc1ccc(S(=O)(=O)N(CC[C@@H]2C[C@H]2c2cc3ccccc3o2)Cc2cccc3cccnc23)cc1
49: CC(C#N)CCl (centres undefined)
50: C/C(=N\NC(=O)Cn1c(C(C)C)nc2ccccc21)c1ccc(Br)c([N+](=O)[O-])c1

assay / entry	41	42	43	44	45	46	47	48	49	50
MALME-3M	88.6	80.0	93.2	96.7	98.0	94.2	80.5	x	94.0	103.0
BT-549	53.8	87.0	92.9	x	112.0	82.4	71.6	91.9	110.9	101.6
UACC-257	78.9	79.3	88.9	116.5	105.4	104.7	89.5	86.6	98.0	97.4
HS 578T	80.7	50.7	114.2	x	91.4	82.4	100.8	89.5	123.7	88.8
T-47D	18.8	84.2	82.5	99.5	100.4	68.4	x	69.9	102.6	92.5
UACC-62	48.5	78.6	65.2	93.8	95.7	x	69.2	70.5	98.0	96.5
SK-MEL-28	90.8	92.0	105.0	106.6	108.3	73.1	109.1	91.4	109.8	95.7
SK-MEL-2	84.5	100.6	92.8	101.7	92.6	101.5	124.3	99.9	110.8	101.9

# Molecules above containing a COOH group, in the order listed:
5: C=CCC(=O)N[C@@H](/C=C/C(=O)O)Cc1ccc(-c2cc(Cl)cc(Cl)c2)cc1
26: CC(C)=CCCC(C)c1ccc(C)c2c1OCN(CCCCC(=O)O)C2 (centres undefined)

assay / entry	5	26
MALME-3M	103.2	126.0
BT-549	85.3	x
UACC-257	87.4	89.5
HS 578T	97.5	103.8
T-47D	58.0	95.4
UACC-62	60.4	79.7
SK-MEL-28	98.3	115.2
SK-MEL-2	83.3	84.0

# Going on with the list.
51: Cc1ccc2nc(-c3ccc(C(=O)N/N=C/c4cc(O)c(O)c(O)c4)cc3)[nH]c2c1
52: COc1ccc(C2SCC(=O)N2CCCN2CCOCC2)cc1OC (centres undefined)
53: CC(=O)/C(=C/N1CC(=O)NC1=S)C(=O)Nc1ccc([N+](=O)[O-])cc1
54: CC(C)(C)c1ccc(SCC(=O)O)cc1
55: c1ccc(CSc2nnc3c4c5c(sc4nc(-c4cccnc4)n23)CCCCCC5)cc1
56: N#Cc1c(-c2ccc(Cl)cc2)nc(SCc2ccc(F)cc2)[nH]c1=O
57: CN(C)c1ccc(/C=C2\SC(=S)N(Cc3ccco3)C2=O)cc1
58: COc1ccc(C(=O)O)cc1C(=O)O
59: CCCc1ccc(C)c(Br)c1
60: O=C1CSC(c2ccccc2O)N1c1nnc(Cn2nnc3ccccc32)o1 (centres undefined)

assay / entry	51	52	53	54	55	56	57	58	59	60
MALME-3M	73.6	99.0	x	101.1	16.2	108.2	118.9	96.6	98.6	110.4
BT-549	103.4	111.0	90.1	100.7	41.1	113.0	101.8	100.6	98.6	92.9
UACC-257	104.5	102.5	96.8	106.0	35.0	111.7	104.2	87.8	91.2	91.7
HS 578T	95.7	106.0	110.5	117.6	86.2	111.3	109.9	114.7	94.0	96.8
T-47D	79.8	101.2	84.3	101.6	14.0	99.9	84.8	112.2	98.6	63.3
UACC-62	82.5	94.2	96.0	99.3	34.9	98.5	94.6	105.2	100.2	88.6
SK-MEL-28	90.0	111.4	100.4	106.6	49.2	111.5	109.2	108.8	108.6	93.3
SK-MEL-2	105.4	107.7	106.0	108.2	16.5	116.5	97.4	105.0	91.2	100.7

61: O=C1C(Cl)=C(Sc2ccccn2)SC2c3cccn3CCN12 (centres undefined)
62: COc1cc(/C=N/Nc2ncnc3c2c(C)nn3-c2ccc(F)cc2)ccc1O
63: CCc1ccccc1-n1c(-c2cccs2)cc(-c2ccc(OC)cc2)c(C#N)c1=O
64: COc1cc(N=C2C(=O)N(Cc3ccccc3)c3ccccc32)cc(OC)c1OC
65: O=C(CCCc1ccccn1)c1ccc(-c2ccccc2)cc1
66: O=C1c2c(c(=O)[nH]c3ccccc23)CC2CCCCN12 (centres undefined)
67: O=C(c1ccccc1)N1N=C(c2ccc(-n3ccc(C(F)(F)F)n3)cc2)CC1c1ccc[nH]1 (centres undefined)
68: COc1ccc2c(c1)OCCN1C(=O)Nc3ccccc3C21 (centres undefined)
69: O=C(Cn1cc(CN2C(=O)c3ccccc3S2(=O)=O)nn1)Nc1ccc([N+](=O)[O-])cc1Cl
70: CCCCCCOC(=O)c1cc(-c2cc([N+](=O)[O-])ccc2F)nc2ccccc12
71: COC(C)CCOC(=O)c1ccccc1 (centres undefined)
72: O=C(NCc1cccs1)c1ccc(OCC2CCCO2)cc1 (centres undefined)

assay / entry	61	62	63	64	65	66	67	68	69	70	71	72
MALME-3M	120.3	112.4	101.1	x	x	97.7	93.6	90.2	101.5	99.3	104.6	101.8
BT-549	105.1	90.4	98.0	106.3	102.8	101.0	115.7	x	102.9	100.1	107.4	86.7
UACC-257	94.5	114.1	92.0	96.6	101.4	131.0	90.1	99.1	98.6	100.3	105.3	99.5
HS 578T	101.0	99.1	99.0	82.9	120.9	107.3	95.4	96.1	92.9	90.6	100.6	113.3
T-47D	104.3	79.8	86.2	83.9	86.9	87.7	73.5	93.0	76.9	82.4	111.6	99.5
UACC-62	88.8	x	76.5	90.8	86.1	109.1	89.6	106.1	81.8	66.4	100.2	93.7
SK-MEL-28	105.7	107.0	102.6	113.4	103.4	115.4	92.2	106.9	97.0	96.6	101.6	120.7
SK-MEL-2	81.6	89.9	101.4	98.3	98.3	110.7	97.7	106.2	91.9	100.2	117.3	90.7
